Screening data as filed in PubChem.
D2 ag: activates the human D2 dopamine receptor; activation, % at 2 µM; 340,000 tested, 0.53% active; AID 485358; HEK293 T-REx D2 cells, calcium flux agonist mode; P14416;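 active means activation over 3 SD above normal in the single-dose calcium agonist read, cut at about 30% in these data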; further: 0% is about no effect
Target sequence (P14416 whole entry, looked up): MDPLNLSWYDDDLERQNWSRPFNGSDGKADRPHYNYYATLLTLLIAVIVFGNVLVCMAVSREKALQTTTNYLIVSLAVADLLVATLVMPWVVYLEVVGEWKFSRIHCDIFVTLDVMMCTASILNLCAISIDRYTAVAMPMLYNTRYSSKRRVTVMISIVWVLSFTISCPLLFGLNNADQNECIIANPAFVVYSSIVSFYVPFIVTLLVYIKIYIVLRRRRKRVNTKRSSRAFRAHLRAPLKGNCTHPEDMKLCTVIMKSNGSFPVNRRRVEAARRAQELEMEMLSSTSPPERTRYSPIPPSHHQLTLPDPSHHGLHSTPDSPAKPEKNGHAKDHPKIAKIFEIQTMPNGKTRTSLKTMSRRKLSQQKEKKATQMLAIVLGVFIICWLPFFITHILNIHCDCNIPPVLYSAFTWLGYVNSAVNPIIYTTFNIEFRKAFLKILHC
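Agonism scored from kinetic calcium signal (1 read/sec, 180 s) following compound pin transfer, after a 10 s baseline. Cells: HEK293 Trex line expressing inducible D2 receptor coupled to calcium, dye-loaded after overnight culture at 30 C.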
D2 antagonist: antagonists of human D2 dopamine receptor | P14416 | HEK293 TREx D2 cells, calcium flux, dopamine EC80 | inhibition, % at 10 µM | 340,000 tested, 2% active | AID 485344; in the data active means inhibition above about 30%; further: 0% is about no effect
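Compounds are added to dye-loaded, induced HEK293 T-REx cells coupled to calcium release via D2; after a 3 min kinetic read an EC80 dopamine stimulus is given and fluorescence is recorded for 3 more min.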
D2 potentiator: positive allosteric modulators of human D2 dopamine receptor. HEK293 T-REx D2, calcium flux, EC20 dopamine potentiation. AID 485347. potentiation, % at 10 µM. P14416. 340,000 tested, 0.34% active;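 active means potentiation over 3 SD above the plate norm, cut at about 30% in these data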; further: 0% is about no effect
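Calcium flux readout, no-wash dye, 1 read/s. Inducible HEK293 Trex D2 line, overnight 30 C. Compound alone 180 s (agonist flags), then EC20 dopamine, another 180 s to score potentiation.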
D1 antagonist: human D1 dopamine receptor antagonism | P21728 | HEK293 TREx D1 cells, calcium flux, dopamine EC80; active compounds read low | activity change, negative = inhibition, % at 10 µM | 360,000 tested, 3.2% active | AID 504652; in the data active means activity change below about -30%; further: on the % scale 0 is the no-effect control and ±100 the full control effect
Target sequence (P21728 whole entry, looked up): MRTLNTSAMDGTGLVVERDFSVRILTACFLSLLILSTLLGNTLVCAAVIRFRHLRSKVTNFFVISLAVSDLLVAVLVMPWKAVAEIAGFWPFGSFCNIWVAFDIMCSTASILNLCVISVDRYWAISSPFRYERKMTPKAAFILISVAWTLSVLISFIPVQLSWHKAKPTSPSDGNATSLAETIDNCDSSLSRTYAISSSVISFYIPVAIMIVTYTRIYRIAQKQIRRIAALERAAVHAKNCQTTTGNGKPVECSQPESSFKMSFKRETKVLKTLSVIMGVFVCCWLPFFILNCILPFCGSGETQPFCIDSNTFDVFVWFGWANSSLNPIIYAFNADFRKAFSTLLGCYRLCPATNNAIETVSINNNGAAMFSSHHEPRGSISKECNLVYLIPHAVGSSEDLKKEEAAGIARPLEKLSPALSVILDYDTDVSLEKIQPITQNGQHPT
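Inducible Hek293 Trex D1 cells (tetracycline, overnight, 30 C). Calcium dye 30–90 min RT. Antagonist mode: EC80 dopamine added after 180 s compound read.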
RXFP1 antag: antagonists of human relaxin receptor RXFP1; Q9HBX9; HEK293-RXFP1, relaxin-stimulated cAMP HTRF, 30 min; active compounds read low; activity change, negative = inhibition, % at 57.5 µM; 350,000 tested, 0.59% active;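 active means activity change of -60% or lower, but not beyond a set lower limit; inconclusive means change between -60% and -40%, or beyond the set limit; inactive means change above -40%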; further: on the % scale 0 is the no-effect control and ±100 the full control effect
TRHR ag: activates the human TRH receptor; activation, % at 2 µM; P34981; 360,000 tested, 0.18% active; TRHR cells, calcium flux fluo-8, FDSS agonist mode; further: 0% is about no effect
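Agonist-mode FDSS calcium read (Ex 480/Em 530, 1 s cycles) in 1536-well TRHR cells with fluo-8 dye, after 10-cycle baseline and 23 nL compound addition; TRH at EC20 (10 nM final) added afterwards for the enhancer phase.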
TRHR PAM: allosteric enhancers of human TRH receptor; enhancement, % at 2 µM; 360,000 tested, 0.66% active; P34981; TRHR cells, fluo-8 calcium fluorescence, EC20 TRH enhancement; AID 493056; in the data active means enhancement above about 30%; further: 0% is about no effect
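TRHR-expressing cells loaded with fluo-8 calcium dye were read kinetically (ex 480/em 530) during compound addition, then stimulated with an EC20 of TRH (10 nM final). Enhancement of the Gq-mediated intracellular calcium response was scored.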
D1 agonist: human D1 receptor agonism; P21728; HEK293 T-REx D1 cells, calcium flux, agonist mode; activation, % at 2 µM; 360,000 tested, 1% active; AID 504660; further: 0% is about no effect
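Inducible HEK293 T-REx D1 cells, force-coupled to calcium signalling, were plated at 4000 cells/well with tetracycline and held overnight at 30 C. After no-wash calcium dye loading, compound-evoked calcium rise over 180 s flagged agonists.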
D1 PAM: human D1 dopamine receptor positive modulation. P21728. HEK293 TREx D1 cells, calcium flux, dopamine EC20 potentiation. potentiation, % at 10 µM. 360,000 tested, 0.036% active. AID 504651; in the data active means potentiation above about 30%; further: 0% is about no effect
An asterisk follows results filed as active; ? = inconclusive; . = no result given. Unless noted, no stated cut-off is given here; in the data, active means activation above about 30%; inactive means the rest.

SMILES	D2 ag	D2 antagonist	D2 potentiator	D1 antagonist	RXFP1 antag	TRHR ag	TRHR PAM	D1 agonist	D1 PAM
O=C(CNC(=O)c1cccs1)c1ccc([N+](=O)[O-])cc1	-0.3	1	10	5	3	0.0	-2	2	-3
Cc1[nH]nc(N=Cc2c(O)n(C)c(=O)n(C)c2=O)c1-c1ccccc1	0.0	-6	9	-11	7	-0.4	9	4	-1
COc1nc(/C=C/N(C)C)c([N+](=O)[O-])c(OC)n1	1.7	0	-3	6	0	1.2	5	3	-1
CCC1S/C(=C(\C#N)C(=O)NCc2ccco2)N(c2ccc(Br)cc2)C1=O (stereo not drawn)	-0.5	11	4	-7	-15	0.5	-7	1	-1
COc1ccc(N2C(=O)CC(Cc3ccccc3OC)C2=O)cc1 (stereo not drawn)	0.4	27	-4	-1	-8	0.1	3	4	-1
CC(=O)Nc1ccc(S(=O)(=O)N2c3ccccc3C(C)=CC2(C)C)cc1	2.4	5	-2	-8	-3	3.3	-6	8	8
O=C(COC(=O)CCc1ccccc1)Nc1ccccc1OC(F)F	2.9	-6	-17	0	14	-0.2	1	1	-6
O=C(OC1CCOC1=O)c1ccccc1C(=O)c1ccc(Cl)c([N+](=O)[O-])c1 (stereo not drawn)	0.4	-11	12	3	1	-2.7	-3	1	-3
N#CCC(=O)Nc1ncn(Cc2ccccc2Cl)n1	0.0	-9	8	10	0	0.3	0	1	-7
Cc1ccc(C)c(NC(=S)NNC(=O)c2ccco2)c1	0.9	-13	0	-35*	1	0.4	6	3	-8
COCCN(C(=O)CSc1nnc(C)n1-c1ccc(C)cc1)c1c(N)n(Cc2ccccc2)c(=O)[nH]c1=O	0.4	5	-5	11	-2	-0.3	2	-1	2
Nc1nnc(CC(=O)Nc2ccccc2)s1	-1.6	-11	11	-7	-1	-1.6	15	3	-2
Cc1cc(F)ccc1S(=O)(=O)Nc1ccccc1C(=O)Nc1ccccc1-c1nc2ccccc2[nH]1	1.6	9	-21	8	-7	0.6	14	2	-9
Cc1ccc(-c2c(C(=O)N/N=C/c3ccsc3)nnn2-c2nonc2N)cc1	19	35*	21	111	-18	0.1	19	148*	10
COc1cccc(/C=C2\N=C(C3CCCCC3)OC2=O)c1OC	0.3	2	45*	-6	16	0.2	-3	1	0
COc1cc2c(cc1NC(=O)c1cc(-c3ccncc3)nc3ccc(C)cc13)oc1ccccc12	-0.5	4	0	4	3	0.0	-3	3	2
Oc1ccccc1CNCC12CC3CC(CC(C3)C1)C2	-1.5	-5	20	1	-16	-1.9	-1	53*	-7
Cn1c2ccccc2c2nnc(SCc3nnc(-c4ccccc4)o3)nc21	-0.4	2	0	6	.	0.1	-3	-1	-3
Cn1c(=O)oc2cc(S(=O)(=O)NCCC(=O)NCCc3ccccc3)ccc21	0.2	-8	13	8	-10	0.5	-3	0	-2
O=C(Nc1ccccn1)c1cccc(S(=O)(=O)N2CCCC2)c1	0.6	6	16	17	-2	0.1	-1	2	-4
COc1ccc(N2CCN(C(=O)C(CC(C)C)NS(=O)(=O)c3ccc4nc(C)sc4c3)CC2)cc1 (stereo not drawn)	-0.5	.	-3	5	-22	0.0	-3	1	3
Cc1c(Cl)cccc1NC(=S)NN1CCOCC1	0.1	6	10	-2	1	0.4	3	1	0
CN(C)C(=O)c1c(NC(=O)c2ccco2)sc2c1CCCCC2	-0.5	35*	34*	-2	-7	-0.2	8	-3	-2
C/C=N/NC(=O)CCCC(=O)N/N=C/C	0.0	6	5	-1	0	-2.4	-1	6	-4
CCc1nc(SCc2ccc(F)cc2)[nH]c(=O)c1C#N	0.5	-19	5	1	-18	-0.4	-3	0	-2
COc1ccc(CSc2nc(N3CCOCC3)c3c(c2C#N)CC(C)(C)OC3)cc1	7.0	-12	6	1	6	0.5	-2	2	2
C(=N\N1CCN(C(c2ccccc2)c2ccccc2)CC1)/c1ccc2c(c1)OCO2	0.1	-6	-3	-4	-18	0.3	-1	0	5
CC(C)Oc1ccc(C(=O)NCC(=O)Nc2ccc3c(c2)CCC3)cc1	0.9	-2	-6	-25	-11	0.4	-5	2	0
COC1=C(Nc2ccc(C)cc2)C(=O)c2ccccc2C1=O	-1.4	10	-4	-17	.	-0.6	2	4	-3
Cc1ccc(S(=O)(=O)c2c(C)nn(-c3ccccc3)c2OC(=O)c2ccc(Br)o2)cc1	-0.2	-13	1	13	20	-0.3	-1	0	7

3 structures out of the list, arranged by length of the SMILES, falling:
SMILES	D2 ag	D2 antagonist	D2 potentiator	D1 antagonist	RXFP1 antag	TRHR ag	TRHR PAM	D1 agonist	D1 PAM
Cc1ccc(S(=O)(=O)c2c(C)nn(-c3ccccc3)c2OC(=O)c2ccc(Br)o2)cc1	-0.2	-13	1	13	20	-0.3	-1	0	7
CCc1nc(SCc2ccc(F)cc2)[nH]c(=O)c1C#N	0.5	-19	5	1	-18	-0.4	-3	0	-2
Cc1c(Cl)cccc1NC(=S)NN1CCOCC1	0.1	6	10	-2	1	0.4	3	1	0

(continued)
SMILES	D2 ag	D2 antagonist	D2 potentiator	D1 antagonist	RXFP1 antag	TRHR ag	TRHR PAM	D1 agonist	D1 PAM
COc1ccc2c(c1)cc1n2CCN=C1NN	0.3	-7	-8	-3	-3	0.0	-6	0	8
CC1CCN(C(=O)c2cc(F)c(F)cc2Cl)CC1	0.6	-33	-7	12	6	-0.6	4	0	-2
CCOc1ccc(NC(=O)c2c3c(nc4ccccc24)CCC3)cc1	2.4	7	15	5	5	0.1	11	4	2
CCNC(=O)NC(=O)COC(=O)CNC(=O)COc1ccccc1	0.2	-9	9	-1	8	1.2	4	0	-4
Cc1ccc(C)c(OCC(=O)Nc2ccc(S(=O)(=O)Nc3ccccn3)cc2)c1C	-0.3	6	-9	-10	-8	-0.4	4	1	2
COc1ccc2c(c1)c(C(C)=O)c(C)n2CCc1ccc(OC)c(OC)c1	-0.3	-8	-7	-20	-2	0.1	5	4	-6
Cc1cc(OCC(=O)Nc2sc3c(c2C#N)CCC(C)C3)ccc1Cl (stereo not drawn)	-0.5	.	-2	-9	.	-1.0	1	0	10
C/C(=N\NC(=O)c1cc(Br)ccc1O)c1cccs1	-1.6	-16	-2	-12	4	0.4	0	32*	-8
O=C(COC(=O)c1c2c(nc3ccccc13)/C(=C\c1cccs1)CCC2)Nc1ccccc1Cl	1.4	3	-15	-22	-9	1.1	3	7	-3
CC1CCC(NC(=O)c2cc(C3CC3)nn2-c2ccccc2)CC1 (stereo not drawn)	.	.	-23	0	-17	-0.2	-1	4	6
CC1CN(CCc2ccccc2)c2nc3c(c(=O)n(C)c(=O)n3C)n2C1 (stereo not drawn)	-1.0	11	8	1	-10	0.0	-2	1	3
CCC(CC)C(=O)c1c[nH]c(C(=O)N2CCN(c3ccc(OC)cc3)CC2)c1	-3.0	-2	10	-13	-15	-0.4	4	1	-6
Cn1c(C(=O)OCC(=O)NCc2ccco2)cc2sccc21	-0.9	7	3	-14	-4	-0.3	16	0	-6
Cc1ccc(CNC(=O)c2ccc(Cn3nc(C)c(Cl)c3C)o2)cc1	-0.6	-6	-2	-17	-2	-0.6	-10	2	-7
O=C(CN1C(=O)c2ccccc2C1=O)Nc1ccccc1C(=O)NC1CCCCCC1	-0.9	8	2	-10	16	-0.4	-3	5	-2
Cc1ccc(C(=O)NC(=S)Nc2cc(-c3nc4ccccc4s3)ccc2C)cc1	0.9	-6	-4	-12	13	0.6	7	1	0
CCOc1ccc(CCNC(=O)COC(=O)Cc2c[nH]c3ccccc23)cc1OCC	-0.8	-2	-1	0	-15	-1.4	0	2	0
O=C(CSc1n[nH]c(=O)[nH]c1=O)Nc1ccc2c(c1)C(=O)c1ccccc1C2=O	1.2	17	1	-5	-13	-0.9	9	1	6
Cc1cccc(OCC(=O)Nc2ncn[nH]2)c1C	-0.3	-11	-12	-2	-1	-1.1	-4	0	-6
O=C(Nc1cccc(C(=O)NC2CCCCC2)c1)c1ccccc1	-3.0	-2	.	9	-11	0.2	11	-1	-10
O=C(O)c1cccc(NC(=S)NC(=O)c2ccncc2)c1	2.9	-3	0	-4	-3	0.2	-5	2	-3
Cc1ccc(S(=O)(=O)c2cn(C)c3cc(N4CCN(C)CC4)c(F)cc3c2=O)c(C)c1	-0.3	-2	0	2	?	1.1	-8	5	-2
COc1cc(C(=O)Cc2nc3ccccc3n2C)cc(OC)c1OC	-1.0	-7	-3	-8	-4	-0.4	-6	1	-3
S=c1[nH]nc(Cc2noc3ccccc23)n1-c1ccccc1	-0.3	8	3	0	-17	-1.2	-3	1	8
C#CCN(C(=O)c1ccc(OC)c(OC2CCN(C(C)C)CC2)c1)C1CCCCC1	0.8	-3	-4	-6	-5	0.4	-2	0	-2
COc1ccc2c(Cl)c(C(=O)NCCCn3ccnc3)sc2c1	0.7	-5	-5	-11	14	0.0	3	5	1
COc1cc2c(cc1OC)-c1cc(Nc3ccc(F)cc3)nc(=O)n1CC2	1.7	-43	15	3	2	0.7	9	2	-3
CCc1ccccc1NC(=O)CN(c1cc(C(F)(F)F)ccc1Cl)S(=O)(=O)c1ccccc1	1.9	.	-15	-21	.	2.1	-16	9	5
Cc1ccc(-n2c(SCC(N)=O)nc3c(oc4ccccc43)c2=O)cc1C	8.4	.	6	7	.	-0.1	-1	4	-6
Cc1ccc(S(=O)(=O)N2CCN(C(=O)COC(=O)/C=C/c3ccccc3F)CC2)c(C)c1	-0.4	-10	8	8	-3	-0.7	5	6	2

Record cards, as listed above:
Results for S=c1[nH]nc(Cc2noc3ccccc23)n1-c1ccccc1 : D2 ag = -0.3; D2 antagonist = 8; D2 potentiator = 3; D1 antagonist = 0; RXFP1 antag = -17; TRHR ag = -1.2; TRHR PAM = -3; D1 agonist = 1; D1 PAM = 8
Results for O=C(CSc1n[nH]c(=O)[nH]c1=O)Nc1ccc2c(c1)C(=O)c1ccccc1C2=O : D2 ag = 1.2; D2 antagonist = 17; D2 potentiator = 1; D1 antagonist = -5; RXFP1 antag = -13; TRHR ag = -0.9; TRHR PAM = 9; D1 agonist = 1; D1 PAM = 6

Additional structures follow:
SMILES	D2 ag	D2 antagonist	D2 potentiator	D1 antagonist	RXFP1 antag	TRHR ag	TRHR PAM	D1 agonist	D1 PAM
O=C(NCCc1nc2ccccc2[nH]1)c1ccc([N+](=O)[O-])cc1	0.0	3	-4	1	4	0.1	-5	2	2
Cn1c(=O)c2c3c(sc2n2c(SCC(=O)c4ccccc4)nnc12)COC(C)(C)C3	0.5	-2	-3	-7	.	-0.3	-10	3	-1
CCN(CC(=O)Nc1ccc(NC(C)=O)cc1)CC(=O)Nc1ccc(Cl)c(Cl)c1	-2.2	-22	6	-1	-10	-1.3	7	3	-1
COC(=O)C(O)(NC(=O)NC(C)=O)C(F)(F)F (stereo not drawn)	-1.0	-10	6	9	0	-0.3	2	7	-6
CC(=O)Nc1cccc(C(=O)NC(C)c2ccc(-n3ccnc3)cc2)c1 (stereo not drawn)	0.2	18	-8	10	-18	0.9	-3	8	2
O=C(CCN1C(=O)C2C3C=CC(C3)C2C1=O)N1CCN(c2ccccc2F)CC1 (stereo not drawn)	0.8	-4	0	-9	-5	0.5	-2	3	3
Cc1cc(=O)oc(C)c1C(=O)NC1CC(C)(C)NC(C)(C)C1	0.2	8	11	0	-24	1.0	-1	0	-4
